HCV inhibitor: HCV inhibition; Huh7.5.1 HCVcc-Cre infection, luciferase reporter, 44 h; Potency, µM (doses to about 41.8 µM), for inactives: at the highest dose activity change, negative = inhibition, actives largely listed as inhibitors; 3.4% of 340,000 active; also: potency is read from the fitted curve at half-maximal effect
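Infectious HCV cell culture screen: compound-treated cells (1,000/well, pre-plated 4 h) are infected with HCVcc-Cre at roughly 0.5 moi and grown 44 h. Infection is quantified by luciferase signal after 15 min substrate incubation at room temperature.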
AmpC inh no detg: AmpC beta-lactamase inhibition without detergent. 0.52% of 330,000 active. AID 485341. Potency, µM (titrated, usually from 57.1 µM), inactives show at the top dose activity change, negative = inhibition, hits mostly inhibitors. AmpC nitrocefin hydrolysis, absorbance 480 nm, 0.0001% Triton;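 also: potency is read from the fitted curve at half-maximal effect; plate controls were no compound for no effect and no enzyme for full effect; nearly all actives have a fitted effect of over 20% in size; some results filed as inactive show a strong effect at the top dose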
Target sequence (P00811 whole entry, looked up): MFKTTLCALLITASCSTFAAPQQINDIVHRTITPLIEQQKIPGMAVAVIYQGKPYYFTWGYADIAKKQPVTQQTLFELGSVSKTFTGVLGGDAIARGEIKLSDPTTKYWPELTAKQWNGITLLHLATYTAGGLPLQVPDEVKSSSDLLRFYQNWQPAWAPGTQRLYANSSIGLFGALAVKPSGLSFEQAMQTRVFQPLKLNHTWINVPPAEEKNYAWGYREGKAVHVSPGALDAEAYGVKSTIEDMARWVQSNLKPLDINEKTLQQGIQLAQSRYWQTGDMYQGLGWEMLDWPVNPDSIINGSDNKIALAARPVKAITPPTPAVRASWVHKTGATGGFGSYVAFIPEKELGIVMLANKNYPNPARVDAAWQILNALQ
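AmpC (5.3 nM in the dispensed reagent) in 20 mM phosphate pH 7.0 with 0.01% (detergent screen) or 0.0001% Triton X-100 was preincubated with compounds for 15 min at room temperature. Nitrocefin was then added from an 800 uM solution, and hydrolysis was followed at 480 nm.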
AmpC detergent: AmpC beta-lactamase inhibition with detergent present; P00811; AmpC hydrolysis of nitrocefin, absorbance 480 nm, 0.01% Triton; Potency, µM (top dose mostly 114 µM), inactives show at the highest dose activity change, negative = inhibition, most hits filed as inhibitors; 0.041% of 370,000 active; AID 485294;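 also: potency is read from the fitted curve at half-maximal effect; 0% = no-compound wells and -100% = no-enzyme wells; nearly all actives have a fitted effect of over 25% in size; some results filed as inactive show a strong effect at the top dose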
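20 mM phosphate pH 7.0 + 0.01% (detergent screen) or 0.0001% Triton X-100; 5.3 nM AmpC reagent; cpd preinc 15 min RT; nitrocefin (800 uM stock) to start; A480 q20 s × 4 min; Activity was normalised to no-enzyme and no-compound control wells.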
Sm TGR block: blocks Schistosoma mansoni thioredoxin glutathione reductase | Q962Y6 | 3% of 360,000 active | purified TGR, DTNB reduction, TNB absorbance 405 nm | Potency, µM (series often up to 114 µM), for the others: at the highest dose activity change, negative = inhibition, most hits filed as inhibitors; also: potency is read from the fitted curve at half-maximal effect; nearly all actives have a fitted effect of over 60% in size
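TGR 20 nM + NADPH 100 uM (dispensed conc.), cpd preinc 15 min RT; start with NADPH (500 uM addition) then DTNB (15 mM addition). Kinetic TNB absorbance, 405 nm filter. Four-parameter Hill fit across titration.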
HCMV inh: human cytomegalovirus inhibition; 4.5% of 410,000 active; HFF cells, HCMV-luciferase reporter, 72 h; active compounds read low; activity change, negative = inhibition, % at 57.5 µM; in the data active = activity change below about -60%; inconclusive = no clear call, values can overlap the other calls; inactive = above about -39%
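After 16 h attachment at 37C, HFF cells received test compound and HCMV-luciferase (1 PFU/cell); reporter luminescence read 72 h later, data normalized against buffer-only and known inhibitor Salinomycin.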
Giardia FBPA inh: Giardia lamblia aldolase inhibition; A8B2U2; purified Giardia FBPA; 0.71% of 290,000 active; Potency, µM (series often up to 59.6 µM), for the others: top-dose activity, negative = inhibition, hits mostly inhibitors; also: potency is read from the fitted curve at half-maximal effect; nearly all actives have a fitted effect of over 55% in size
Target sequence (A8B2U2 whole entry, looked up): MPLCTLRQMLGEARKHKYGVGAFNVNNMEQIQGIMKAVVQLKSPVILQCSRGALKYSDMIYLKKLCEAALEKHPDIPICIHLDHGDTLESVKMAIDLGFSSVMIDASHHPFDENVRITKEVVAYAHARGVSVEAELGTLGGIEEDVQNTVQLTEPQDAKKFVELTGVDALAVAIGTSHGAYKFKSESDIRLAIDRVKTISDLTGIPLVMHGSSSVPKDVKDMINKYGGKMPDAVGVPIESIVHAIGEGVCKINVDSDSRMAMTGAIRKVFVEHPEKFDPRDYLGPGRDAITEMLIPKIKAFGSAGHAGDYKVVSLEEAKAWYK
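Giardia FBPA (40 nM reagent) was preincubated 10 min at RT with compound (up to 57.5 uM final), then substrate plus GAPDH/TPI/NAD/arsenate coupling system with diaphorase/resazurin was added; resorufin fluorescence (525/598 nm) was read after 20 min.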
An asterisk follows results filed as active; ? = inconclusive; . = not tested or not shown; & = joins results of further samples; [ ] = another dose, or the depositor's remark. Unless noted, calls follow the shape of the dose curve; as a rule, active = well fitted curve in the direction sought with a large enough effect; inconclusive = small, poorly fitted or top-dose-only effect, or another doubt; inactive = no such curve, though single readings can be large; an effect the other way counts as inactive or inconclusive. Unless noted, % is scaled to controls: 0 for no effect and ±100 for the full control effect.

| Structure | HCV inhibitor | AmpC inh no detg | AmpC detergent | Sm TGR block | HCMV inh | Giardia FBPA inh |
| --- | --- | --- | --- | --- | --- | --- |
| O=C(Nc1ccc(Nc2ccccc2)cc1)c1ccc(F)cc1 | 10µM* | -32% | 4% | 0% | -29 | 5% |
| O=C(CC1Oc2ccccc2NC1=O)NCc1ccccc1 (stereo not drawn) | -14% | -11% | -17% | 0% | -16 | 2% |
| O=c1c(Cl)c(Cl)cnn1Cc1ccccc1Cl | 2.8µM* | -16% | 13% | 13µM* | -101* | -3% |
| CCCOP(=O)(c1ccc(N(C)C)cc1)C(O)c1ccccc1OC (stereo not drawn) | 13% | 21% | ? | -28% | 24 | 2% |
| C/C(=N\NC(=O)c1ccccc1Cl)c1c(O)n(C2CCCCC2)c(=O)[nH]c1=O | 4% | -46% | -3% | -23% | -38 | 14% |
| CCOc1cc(/C=C2\N=C(SCC)SC2=O)cc([N+](=O)[O-])c1OC(C)=O | 7% | -33% | ? | 0% | 10 | -7% |
| Cc1cc(=O)n2nc(N3CCCC(C(=O)NCc4cccc(Cl)c4)C3)sc2n1 (stereo not drawn) | 5% | -2% | 3% | 0% | -29 | . |
| CCOC(=O)C1CCN(CCC(=O)Nc2ccc(Br)c(C)c2)CC1 | ? | 46% | -8%&8% | 0%&-3% | -6&20 | -5% |
| Cc1onc(-c2ccccc2)c1C(=O)Nc1ccc(S(=O)(=O)N2CCOCC2)cc1 | ? | -1% | -12% | 6% | 5 | 10% |
| CC(NS(=O)(=O)c1ccccc1)C(=O)Nc1nccs1 (stereo not drawn) | 7% | -7% | -1% | 4% | 56 | 0% |
| CC(=O)NC1CCN(C(=O)N2CCCC2)CC1 | 16% | -6% | -18% | 11%[11.4 µM] | 9 | 1% |
| CCCC(=O)N1CC(=O)Nc2ccc(Cl)cc2C1c1ccccc1 (stereo not drawn) | . | . | -4% | -2% | 9 | . |
| Cc1ccccc1OCCC(=O)NNC(=O)COc1cccc(F)c1 | -3% | -8% | . | . | ? | . |
| COc1ccccc1CNC(=O)CCC1N=C2c3ccccc3N=C(SCC(=O)NCC3CCCO3)N2C1=O (stereo not drawn) | 10% | 39% | 0% | -2% | -2 | -5% |
| Cc1ccc(NC2CCCN(C(=O)c3cccc4nccnc34)C2)cc1C (stereo not drawn) | 16% | 18% | 6% | -32% | 15 | . |
| CC(=O)Nc1ccc(NC(=O)c2cc(-c3ccc(C)cc3O)n[nH]2)cc1 | 5% | -13% | -6% | 3% | -10 | 1% |
| CCOc1ccc(N2C(=O)CC(NCCc3ccncc3)C2=O)cc1 (stereo not drawn) | -15% | 0% | ? | -27% | 78 | -5% |
| CC(=O)c1ccc(NC(=O)CN2CCCCCC2)cc1 | 28% | -14% | 0% | -1% | -17 | 10% |
| N#Cc1cnn(Cc2ccccc2)c1N | 23% | -8% | ? | 0% | 3 | -1% |
| COc1cc2cc(C(=O)Nc3ccccc3)c(N)nc2cc1OC | -16% | -1% | -8% | 0% | 17 | -20% |
| CCOC(=O)c1ccccc1N=Cc1c(O)c2ccccc2oc1=O | 10% | -35% | -12% | -1% | 23 | 3% |
| CCOC(=O)C1CCN(C(=O)/C(C)=C\c2ccccc2)CC1 | 18% | -15%[2.29 µM] | 2% | 6% | 68 | 5% |
| O=C(Nc1ccc(Br)cn1)c1coc(=O)c(Br)c1 | 3% | -33% | 2% | -32% | 11 | 6% |
| N#Cc1ccc(C(=O)NC2CCCCCCC2)cc1 | 14% | -16% | -6% | -8% | 51 | 3% |

Individual results from above.
In HCV inhibitor, CCOC(=O)C1CCN(C(=O)/C(C)=C\c2ccccc2)CC1 shows 18%
In AmpC inh no detg, O=C(Nc1ccc(Br)cn1)c1coc(=O)c(Br)c1 shows -33%
In AmpC detergent, CCOC(=O)c1ccccc1N=Cc1c(O)c2ccccc2oc1=O shows -12%
In HCV inhibitor, N#Cc1ccc(C(=O)NC2CCCCCCC2)cc1 shows 14%

(listing goes on)
| Structure | HCV inhibitor | AmpC inh no detg | AmpC detergent | Sm TGR block | HCMV inh | Giardia FBPA inh |
| --- | --- | --- | --- | --- | --- | --- |
| CN(CC(=O)N1CCCC1)S(=O)(=O)c1cc(Cl)ccc1Cl | 6% | 12% | -6% | 2% | ? | 2% |
| CC(=O)Nc1ccc(S(=O)(=O)NNC(=O)CCC(=O)Nc2cc(C)ccc2C)cc1 | 25% | -13% | -10% | -9% | -4 | 3% |
| COc1cccc(C(=O)N2CCN(Cc3ccc4c(c3)OCO4)CC2)c1OC | 4% | 20% | -9% | 4% | 39 | -18% |
| O=C(O)C1CCCCC1C(=O)Nc1ccccc1Nc1ccccc1 (stereo not drawn) | 6% | -21% | ? | 0% | -33 | -3% |
| COc1ccc(NC(=O)c2c(NCc3cccs3)sc3c2CCC(C)C3)c(OC)c1 (stereo not drawn) | . | . | 17% | -8% | -23 | . |
| CCN1C(=O)Cc2cc(S(=O)(=O)N3CCOCC3)ccc21 | -2% | 50% | -2% | 8% | 42 | -3% |
| Cc1ccccc1NC(=S)Nn1cnnc1 | 12% | -1% | 1% | -19% | 21 | . |
| CCc1ccc(NC(=O)C2CCN(c3nn4c(=O)cc(C)nc4s3)CC2)cc1 | . | . | 8% | 2% | -21 | . |

Copied from the entries so far for reference:
| Structure | HCV inhibitor | AmpC inh no detg | AmpC detergent | Sm TGR block | HCMV inh | Giardia FBPA inh |
| --- | --- | --- | --- | --- | --- | --- |
| CN(CC(=O)N1CCCC1)S(=O)(=O)c1cc(Cl)ccc1Cl | 6% | 12% | -6% | 2% | ? | 2% |
| CC(=O)Nc1ccc(S(=O)(=O)NNC(=O)CCC(=O)Nc2cc(C)ccc2C)cc1 | 25% | -13% | -10% | -9% | -4 | 3% |

Later entries:
Every second line gives: HCV inhibitor, AmpC inh no detg, AmpC detergent, Sm TGR block, HCMV inh, Giardia FBPA inh
COc1cccc(C2CC(c3cccs3)=NN2C(=O)CSC2=NN3CCCC(=O)N=C3S2)c1OC (stereo not drawn)
  3%, 196%[activator], -17%, -12%, 16, 2%
CCOC(=O)c1oc2ccccc2c1COC(=O)CNC(=O)c1ccccc1
  -16%, -26%, -7%, 4%, -20, .
C=CCc1ccc(OCC(O)COCC)c(OC)c1 (stereo not drawn)
  ?, -3%, ?, 43%[activator], 122, 3%
COc1cc(NC(=O)Nc2cccc(C(C)=O)c2)cc(OC)c1OC
  -24%, -34%, ?, -2%, 36, ?
CCN(CC)c1ncccc1C(=O)NCc1cccs1
  3%, -23%, ?, -19%, -1, 1%
Cc1ccc(NC(=O)C2(C)Cc3ccccc3C(=O)O2)c(C)c1 (stereo not drawn)
  ., ., 14%, 14%, 20, .
CCOC(=O)Cc1csc(NC(=O)c2ccc(F)cc2)n1
  -10%, -25%, -15%, 12%, -16, 9%
COc1ccc(CSc2nnnn2Cc2ccccc2)cc1OC
  -6%, -27%, 1%, -19%, 15, 7%
CC1=C(C(=O)Nc2ccccc2)C(c2ccncc2)C(C#N)=C(SCC(=O)NC(C)C)N1 (stereo not drawn)
  -9%&-2%, -5%, 10%, -4%, -39, 1%
COc1ccccc1NC(=O)c1sc2cccc(Cl)c2c1Cl
  ., ., 4%, -3%, -40, .
CC(C)(C)NC(=O)C(c1ccncc1)N(C(=O)CNC(=O)c1ccco1)c1ccc(F)cc1 (stereo not drawn)
  -4%, 1%, 4%, 6%, 79, .
COC(=O)c1ccc(C)c(NC(=O)CSc2nc3[nH]c(=O)cc(O)c3s2)c1
  7%, -29%, 1%, 6%, 0, .
CCc1ccc(CNC(=O)C2CCN(c3nnc(-n4c(C)ccc4C)s3)CC2)cc1
  ., ., 20%, -34%, 7, .
CC1CC(C)CN(C(=O)COC(=O)c2ccc3c(c2)C(=O)N(Cc2ccco2)C3=O)C1 (stereo not drawn)
  5%, 52%, 1%, -20%, 3, .
COc1cccc(N(C(=O)Cn2nnc(-c3ccc(F)cc3)n2)C(C(=O)NCC2CCCO2)c2ccc(Cl)cc2)c1 (stereo not drawn)
  1%, -15%, -5%, -19%, -5, 1%
CC(C)Cn1c(CCC(N)=O)nnc1SC(C)C(=O)Nc1ccc2c(c1)OCO2 (stereo not drawn)
  1%, -7%, 1%, -7%, 6, .
Cc1ccc(S(=O)(=O)N2C(=O)CCC2C(=O)Nn2cnnc2)cc1 (stereo not drawn)
  10%, -37%, -14%, 5%, -17, -11%
CC(C)(C)c1ccc(S(=O)(=O)NNC(=O)C2CCN(Cc3cccc(F)c3)CC2)cc1
  5%, 42%, -2%, -3%, -28, 2%
C/C(=N\NC(=O)c1ccc([N+](=O)[O-])cc1Cl)c1ccccc1
  0%, -29%, 1%, 0%, 149, 1%
CCOC(=O)/C(C#N)=C/c1cccc(F)c1
  22%, -15%, ?, -8%, 0, ?
CCn1c2c(c(=N)c3c1CCC3)CCC2
  2%, -13%, -1%, 0%, -84*, 6%
O=C1CSCN1c1ccc(Cl)cc1
  1%, -11%, 1%, ., -25, 7%
Cc1ccc(NC(=O)Cn2cc3c(n2)CCCC3)cc1Cl
  ., ., 14%, 1%, -16, .
COc1cccc(CN2CCC(Oc3ccc(C(=O)NCc4ccccn4)cc3)CC2)c1
  -1%, 29%, ?, -12%, -25, 0%
CCc1ccc(CNC(=O)c2cc3c(=O)n(Cc4cccs4)ccc3nc2C)cc1
  ., ., -12%, 0%, -16, .
CCc1ccc(NC(=O)c2ccc(F)c(S(=O)(=O)N3CCC(C)CC3)c2)cc1
  ., ., -5%, 0%, -29, .
CCOC(=O)/C(C)=N/NC(=O)c1cccc([N+](=O)[O-])c1
  6%, -24%, -8%, -4%, -17, -12%
CN(C)CCOC(=O)COc1ccc(Cl)cc1
  13%, -41%, ?, 1%, ?, -4%
O=C(CCC(=O)N1CCOc2ccccc21)NCc1cccnc1
  19%, -13%, -10%, -26%, 18, 5%
C/C(=N/NC(=O)CCC(=O)Nc1ccc(Br)cc1)c1ccc(Br)cc1
  -5%, -9%, -8%, 30%, -17, 4%
O=C(NNC1=Nc2cc([N+](=O)[O-])ccc2OC1)c1ccccc1Cl
  -23%, -8%, 6%, 1%, -38, -3%
NS(=O)(=O)c1ccc(CCNC(=O)C(=O)c2cn(CC(=O)N3CCOCC3)c3ccccc23)cc1
  8%, 15%, -4%, -1%, 8, .
O=C(O)CCc1ccc(S(=O)(=O)Nc2ccccc2N2CCCCC2)cc1
  7%, -22%, ., ., -14, .
Cn1c(=O)c(-c2ccccc2)nc2ccccc21
  1%, -11%, -10%, -19%, 100, 1%
Cc1cccc(-c2cc(C(=O)O)c3c(-c4ccc(F)cc4)[nH]nc3n2)c1
  ., ., 16%, -5%, 3, .

One compound at a time, from the list above:
C/C(=N/NC(=O)CCC(=O)Nc1ccc(Br)cc1)c1ccc(Br)cc1 in the list: HCV inhibitor: -5%; AmpC inh no detg: -9%; AmpC detergent: -8%; Sm TGR block: 30%; HCMV inh: -17; Giardia FBPA inh: 4%
O=C(CCC(=O)N1CCOc2ccccc21)NCc1cccnc1 in the list: HCV inhibitor: 19%; AmpC inh no detg: -13%; AmpC detergent: -10%; Sm TGR block: -26%; HCMV inh: 18; Giardia FBPA inh: 5%
Cc1cccc(-c2cc(C(=O)O)c3c(-c4ccc(F)cc4)[nH]nc3n2)c1 in the list: HCV inhibitor: .; AmpC inh no detg: .; AmpC detergent: 16%; Sm TGR block: -5%; HCMV inh: 3; Giardia FBPA inh: .
